# TNAP act mid DEA: human TNAP activation, intermediate phosphate acceptor; P05186; purified TNAP, CDP-star luminescence, 100 mM DEA, 30 min; stronger effect = higher value; scale: 0 levamisole-inhibited, 1 vehicle-only enzyme; activation factor at 20 µM; 64,000 tested, under 10 active; AID 813;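 active means activation factor of at least 2 at 20 µM, relative to controls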
# D1 allo mod: D1 dopamine receptor (human) allosteric modulation; HEK293 D1, CRE-luciferase, dopamine EC30 potentiation; actives deviate in either direction; B-score at 10 µM; 58,000 tested, 5.9% active;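 active means luminescence count or its row- and column-corrected plate score outside the 99.7% band of the plate's sample wells, on either side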
# HEK293 NFkB inh: inhibitors of the PMA/ionomycin-induced NF-kB reporter in HEK293 cells; inhibition, % at 3 µM; HEK-293 NF-kB luciferase reporter, luminescence; 62,000 tested, 0.21% active;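 active means inhibition above the mean of all tested compounds plus 3 SD, cut at about 40% in these data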;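 further: 0% = stimulated DMSO wells and 100% = 10 µM reference inhibitor 5653914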
#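 Reagent: PMA plus ionomycin mix as NF-kB-activating stimulus. Assay system: NF-kB luciferase reporter HEK-293 cells. Technique: luminescence from luciferase substrate reagent. Incubation: 1 h compound pre-incubation, 16 h PMA/ionomycin at 37 °C. Benchmarks: DMSO only as uninhibited control, 10 µM reference inhibitor as full inhibition. Repeats: tested once.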
# tolC growth inh: growth inhibitors of E. coli BW25113 tolC mutant | growth inhibition, % at 10 µM (by protocol) | AID 573 | 65,000 tested, 2.2% active | OD615;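 active means growth inhibition at or above a cutoff equal to the mean over every tested compound plus 3 SD, cut at about 60% in these data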;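 further: growth measured after 20 h incubation at 37 °C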
#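 Test system: tolC-deleted E. coli BW25113 | Medium: LB with kanamycin 50 µg/mL | Compound dosing: Single concentration, 10 µM final per compound | Schedule: 37 °C, 20 h exposure | Measured by: OD at 615 nm | Evaluation: Percent growth inhibition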
# NADH coupling: inhibition of NAD/NADH coupling enzymes, library profiling. AID 774. coupled PK/LDH NADH assays, four targets. 65,000 tested, 0.02% active. IC50, µM (doses to about 10 µM), without a hit: at the highest dose inhibition;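 active means single-dose screening hits from any of four coupled enzyme assays that gave an IC50 when retested across doses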;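 further: the DPM-DC format reads NADH fluorescence rather than 340 nm absorbance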
# M1 antag: blocks the rat M1 muscarinic receptor response to acetylcholine | P08482 | CHO-M1 cells, Fluo-4 calcium, ACh EC80 antagonist mode; stronger effect = lower value | B-score at 10 µM | 64,000 tested, 3.4% active;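 active means calcium fluorescence response, raw or row-and-column corrected B-score, differing from the plate sample mean either way at a set confidence level, mostly lower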
# Target sequence (P08482 whole entry, looked up): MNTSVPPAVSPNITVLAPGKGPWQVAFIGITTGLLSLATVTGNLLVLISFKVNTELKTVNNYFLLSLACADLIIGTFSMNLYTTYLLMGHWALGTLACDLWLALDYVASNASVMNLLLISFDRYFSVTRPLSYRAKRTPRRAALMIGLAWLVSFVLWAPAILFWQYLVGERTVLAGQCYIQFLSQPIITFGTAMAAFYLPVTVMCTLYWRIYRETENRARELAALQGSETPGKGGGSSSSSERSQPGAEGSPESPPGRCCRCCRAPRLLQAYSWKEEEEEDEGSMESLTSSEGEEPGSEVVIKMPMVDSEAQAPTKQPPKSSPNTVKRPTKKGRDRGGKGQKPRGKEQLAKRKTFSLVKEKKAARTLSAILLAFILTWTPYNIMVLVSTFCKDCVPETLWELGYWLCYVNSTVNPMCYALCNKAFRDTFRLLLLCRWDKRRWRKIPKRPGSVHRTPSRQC
# M1 agonist: activates the M1 muscarinic receptor; CHO-M1 cells, Fluo-4 calcium fluorescence, agonist mode; stronger effect = higher value; 64,000 tested, 3% active; B-score at 10 µM;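 active means fluorescence rise, raw or as B-score row- and column-corrected plate score, outside the 99.7% band of its plate's samples, either direction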
# SF1 activator: SF-1 (human) activation; Q13285; CHO-K1 Gal4-SF-1 LBD luciferase reporter; % increase over DMSO SF-1-specific signal; activation, % at 10 µM; 65,000 tested, 1.9% active;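 active means activation above the mean activation of all tested compounds plus 3 SD, cut at about 50% in these data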
# Target sequence (Q13285 whole entry, looked up, the tested form may be a part): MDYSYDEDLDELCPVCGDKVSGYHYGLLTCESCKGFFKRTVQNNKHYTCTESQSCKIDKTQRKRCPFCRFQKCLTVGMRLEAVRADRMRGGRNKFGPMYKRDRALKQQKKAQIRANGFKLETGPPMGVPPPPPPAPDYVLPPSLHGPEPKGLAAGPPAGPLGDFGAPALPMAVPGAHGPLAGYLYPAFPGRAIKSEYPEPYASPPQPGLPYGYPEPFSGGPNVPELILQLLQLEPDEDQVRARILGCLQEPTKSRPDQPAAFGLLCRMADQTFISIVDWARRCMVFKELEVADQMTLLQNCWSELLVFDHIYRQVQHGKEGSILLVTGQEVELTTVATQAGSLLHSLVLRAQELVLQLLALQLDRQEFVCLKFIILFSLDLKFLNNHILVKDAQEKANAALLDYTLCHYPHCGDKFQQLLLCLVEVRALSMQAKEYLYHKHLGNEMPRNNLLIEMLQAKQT
#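 Assay system – CHO-K1 cells with Gal4–hSF-1 LBD chimera plus Gal4-driven luciferase · Quantity – 4,000 cells per well · Times – compound added 1 h post-seeding, 20 h exposure at 37 °C, 5% CO2 · Measured by – luciferase light emission · Benchmarks – DMSO and mock-transfected background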
# Jurkat tox 60K: cytotoxic compounds reducing Jurkat cell viability; Jurkat E6.1 viability, ATP luminescence, 48 h; inhibition, % at 4 µM; 56,000 tested, 1.2% active;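 active means inhibition above the mean inhibition of all tested compounds plus 3 SD, cut at about 28% in these data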
# The depositor's hits bear a star; . = not tested or not shown; [ ] = remark or other dose.
SMILES	TNAP act mid DEA	D1 allo mod	HEK293 NFkB inh	tolC growth inh	NADH coupling	M1 antag	M1 agonist	SF1 activator	Jurkat tox 60K
CCOC(=O)C1CCN(C(=O)N(C)C)CC1	0.9	-0.9	5	-18	1%	-0.54	0	-20	-6
CCN(CC)S(=O)(=O)c1ccc(F)c(C(=O)NCCCN2CCOCC2)c1	0.9	-0.014	1	-6	3%	-0.088	-1	10	0
CC(C(=O)OCn1nnc2ccccc2c1=O)N1C(=O)c2ccccc2C1=O (configuration not stated)	0.9	-0.31	10	5	2%	-0.016	-0.67	-6	6
CCN(CC)CCNC(=O)CCn1c(=S)[nH]c2cc3c(cc2c1=O)OCO3	0.8	-0.6	3	-19	2%	-0.72	0.31	-5	.
CCOC(=O)C(C(=O)OCC)C(C#N)c1ccccc1 (configuration not stated)	0.9	.	6	-15	4%	0.00036	0.62	4	-6
O=C(CCCN1C(=O)c2ccccc2C1=O)Nc1c2c(nc3c1CCC3)CCC2	0.9	0.35	8	-19	2%	0.029	0.051	3	-1
COC(=O)c1ccccc1NC(=O)N1CCN(C(=O)c2ccco2)CC1	1.1	-0.036	6	-5	7%	-0.51	0.57	11	-2
COc1cc2c(C(=O)N3CCCc4ccccc43)cn(C)c(=O)c2cc1OC	1.1	0.73	13	1	5%	.	.	22	.
COc1ccccc1Nc1nc(N)nc(CSCCO)n1	0.9	0.36	3	-22	9%	0.68	0.44	7	3
Cc1cccc(CN(C)CCc2ccccn2)c1	0.9	-0.86	5	-2	15%	-0.75	0.77	23	2
CCOC(=O)c1ccc(Nc2ccc(-c3ccc(OC)c(OC)c3)nn2)cc1	1	0.75	-21	10	2%	-0.014	0.33	22	.
CCN1CCN(CC(O)COc2ccc(C)c(C)c2)CC1 (configuration not stated)	0.9	-0.99	0	-7	9%	-0.75	0.052	-3	-5
O=C(C(c1ccccc1)c1ccccc1)N1CCN(Cc2ccncc2)CC1	0.9	0.98	14	-3	13%	-0.66	0.43	11	2
COc1ccccc1C(=O)C1Nc2ccccc2-c2nnc(SC)nc2O1 (configuration not stated)	0.9	0.037	6	8	7%	0.2	-0.7	5	-3
COc1ccc(N2CCC(CNS(=O)(=O)c3cccc(C(F)(F)F)c3)C2)cc1 (configuration not stated)	0.8	0.026	2	9	3%	0.35	-0.47	20	-7
Cc1ccccc1C(=O)N(C)Cc1ccccc1	0.9	1.7	16	2	3%	-0.27	0.21	4	-1
Cc1ccc(S(=O)(=O)NCC(c2ccccc2)N2CCN(CCC#N)CC2)cc1 (configuration not stated)	0.9	-0.022	7	11	2%	0.47	0.49	8	1
CC(=O)N1CCN(C(=O)c2cccc(S(=O)(=O)Nc3ccc(C)cc3)c2)CC1	0.9	-0.48	-5	-13	6%	-0.17	0.27	5	-1
CCCCOC(=O)Cn1c(=O)c2c(nc3n2CCCCN3c2ccc(C)cc2)n(C)c1=O	0.9	0.25	17	12	11%	-0.45	-0.23	-23	16
Cc1occc1C(=O)NC1CCCCCC1	0.9	-1.1	11	-14	6%	0.011	-0.29	12	2
Cc1nn2c3c(cnc2c1-c1ccccc1)C(=O)CC(C)C3 (configuration not stated)	0.9	.	18	1	2%	-0.55	0.03	3	11
COc1ccc(-c2nnc(SCCOc3cccc(C)c3)n2N)cc1	0.9	0.061	7	9	5%	-0.8	-1.5	0	-5
CCOC(=O)N1CCN(c2c(NCCCN(C)c3ccccc3)c(=O)c2=O)CC1	0.9	0.029	2	-5	4%	-0.2	-0.61	-4	6
COc1ccc(NC(=O)CCN2CCCCCC2)c(OC)c1	0.9	-0.76	12	-16	3%	-0.23	-0.078	-8	-2
O=C(O)CCNc1cc2ccccc2cc1C(=O)O	0.9	.	-6	4	9%	0.41	-0.52	4	2
O=C(Nc1ccccc1)N(Cc1cccs1)C1CCCC1	1	-0.51	3	26	5%	-1.6	-0.25	0	-4
COC(=O)c1ccc2c(c1)N(Cc1cc(C)ccc1C)C(=O)c1ccccc1S2=O (configuration not stated)	0.9	0.6	0	-14	7%	0.31	-0.61	13	-16
Cn1c(N)c(C(=O)COC(=O)c2cccs2)c(=O)n(C)c1=O	.	0.047	12	-10	5%	0.23	-0.4	16	0
CC1=CCC2C(=O)N(c3ccc(Br)cc3C)C(=O)C2C1 (configuration not stated)	0.9	-0.11	7	24	8%	-0.66	-0.5	4	0
CCn1c(SCC(=O)Nc2ccc(N(C)C)cc2)nnc1-c1cccc(C)c1	0.9	-0.72	-4	14	1%	-0.63	0.57	13	8
CC(C(=O)Nc1ccc2c(c1)OCO2)N(c1ccc(Cl)cc1)S(C)(=O)=O (configuration not stated)	1	0.24	8	20	3%	-0.62	0.2	1	4
Cc1ccc(S(=O)(=O)Nc2ccc3c(c2)nc2n3CCN(Cc3ccccc3)C2)cc1	0.9	.	5	59	10%	1.3	-0.035	4	0
CCCc1cc2c(=O)c(-c3ccccn3)c(C)oc2cc1O	0.9	.	5	-11	5%[fluoresces]	0.026	0.1	13	4
CCOc1ccc(NC(=O)C2CC(=O)N(C(C)C)C2)cc1 (configuration not stated)	0.9	0.055	14	-26	3%	-1	0.69	1	6
O=S(=O)(NCC1CCCO1)c1cc(Br)c(Br)s1 (configuration not stated)	.	0.9	16	-3	4%	0.37	-0.58	1	-2
O=C(NCCN1CCOCC1)c1ccc2c(c1)ncn2C1CCCCC1	1	0.14	11	-18	7%	1.3	-0.15	-3	2
COc1ccc(-c2noc(-c3ccc(Cl)cc3)n2)cc1	0.9	-1.6	-12	-11	5%	0.67	0.092	28	9
Cc1nc(N)sc1-c1csc(N(C)c2ccc(O)cc2)n1	0.9	-0.069	9	27	5%	-0.33	0.44	40	3
Cc1ccc(C(=O)Nc2ccc(Cl)cn2)cc1S(=O)(=O)N1CCOCC1	0.9	0.86	-2	12	3%	0.28	0.0085	6	9
Cc1cc(C)n(-c2cccc(Cl)c2)c(=O)c1C#N	0.9	0.11	12	-21	3%	0.55	-0.28	-6	0
COc1cccc(-n2c(SC)nnc2-c2c[nH]c3ccccc23)c1	0.9	0.44	8	-3	4%	0.73	0.84	10	1
COc1ccc(CCNC(=O)CSc2nc(N)c(C#N)c(-c3cccs3)c2C#N)cc1OC	1	0.088	14	0	4%	0.62	0.16	-16	6
N#CC12C(N)=NC3(OCCO3)C1(C#N)C1=C(CCC1)NC2c1ccccc1 (configuration not stated)	0.9	0.46	8	-9	10%	0.088	-0.65	-4	-4
Cc1cccc(OCC(=O)OCC(=O)c2c(N)n(C)c(=O)n(C)c2=O)c1	0.9	-0.52	3	-11	5%	-0.49	-0.17	10	2
Cn1c2ccccc2c2ncn(CCCN3CCOCC3)c(=O)c21	0.9	0.69	17	14	6%	0.19	-0.062	42	2

# A different layout for four compounds above.
Molecule: COc1cccc(-n2c(SC)nnc2-c2c[nH]c3ccccc23)c1
  TNAP act mid DEA = 0.9 | D1 allo mod = 0.44 | HEK293 NFkB inh = 8 | tolC growth inh = -3 | NADH coupling = 4% | M1 antag = 0.73 | M1 agonist = 0.84 | SF1 activator = 10 | Jurkat tox 60K = 1
Molecule: COc1ccc(CCNC(=O)CSc2nc(N)c(C#N)c(-c3cccs3)c2C#N)cc1OC
  TNAP act mid DEA = 1 | D1 allo mod = 0.088 | HEK293 NFkB inh = 14 | tolC growth inh = 0 | NADH coupling = 4% | M1 antag = 0.62 | M1 agonist = 0.16 | SF1 activator = -16 | Jurkat tox 60K = 6
Molecule: N#CC12C(N)=NC3(OCCO3)C1(C#N)C1=C(CCC1)NC2c1ccccc1 (configuration not stated)
  TNAP act mid DEA = 0.9 | D1 allo mod = 0.46 | HEK293 NFkB inh = 8 | tolC growth inh = -9 | NADH coupling = 10% | M1 antag = 0.088 | M1 agonist = -0.65 | SF1 activator = -4 | Jurkat tox 60K = -4
Molecule: Cc1cccc(OCC(=O)OCC(=O)c2c(N)n(C)c(=O)n(C)c2=O)c1
  TNAP act mid DEA = 0.9 | D1 allo mod = -0.52 | HEK293 NFkB inh = 3 | tolC growth inh = -11 | NADH coupling = 5% | M1 antag = -0.49 | M1 agonist = -0.17 | SF1 activator = 10 | Jurkat tox 60K = 2

# Other entries follow.
SMILES	TNAP act mid DEA	D1 allo mod	HEK293 NFkB inh	tolC growth inh	NADH coupling	M1 antag	M1 agonist	SF1 activator	Jurkat tox 60K
N#Cc1nc(COc2ccccc2)oc1N1CCCCC1	0.9	2.2	-2	12	6%	-0.23	0.045	24	0
Fc1cccc2sc(Nc3nnc(-c4ccccc4)o3)nc12	1.3	0.21	-54	38	8%[fluoresces]	-0.73	-1.5	28	0
COc1ccc(OC)c2c(N3CC(C)OC(C)C3)cc(C(F)(F)F)nc12 (configuration not stated)	1	0.13	9	-12	14%	1	-0.84	-11	0
CC(=O)NC(c1ccccc1)c1cccnc1 (configuration not stated)	1	0.29	11	-18	4%	0.018	-0.027	1	-8
COCCn1c(=S)[nH]c2cc(OC)c(OC)cc2c1=O	1	0.42	9	-3	7%	-0.35	-0.75	-2	3
CCN(CC)S(=O)(=O)c1cccc(C(=O)NC(C(=O)Nc2nnc(C3CC3)s2)C(C)C)c1 (configuration not stated)	0.9	.	19	31	7%	-2.6*	-0.059	-3	-6
C=CCOc1cccc(C2C(C(=O)c3ccc(C)o3)=C(O)C(=O)N2Cc2ccncc2)c1 (configuration not stated)	0.8	0.098	8	17	5%	0.021	-0.36	5	-3
COc1ccc(S(=O)(=O)N(Cc2ccc(OC)c(OC)c2)Cc2ccco2)cc1	1	0.91	10	42	4%	-0.062	-0.031	-8	0
CCOC(=O)CCn1cc(F)c(=O)n(Cc2ccccc2)c1=O	0.9	0.08	0	6	4%	0.86	-0.73	-7	5
CCn1c(Cc2ccccc2)nnc1SCC(=O)Nc1nnc(-c2ccccc2)s1	0.9	-0.47	12	-13	3%	-0.0053	0.16	-3	-8
Brc1ccc2ncnc(Nc3ccc(N4CCOCC4)cc3)c2c1	0.9	-1.6	17	16	2%	-0.57	-0.026	-4	12
O=C(NC1CC1)C1CCN(c2ccc(S(=O)(=O)N3CCOCC3)cc2Cl)CC1	1	-0.65	10	-21	7%	-0.21	0.27	11	.
Cc1ccc(C)c(C(=O)CCC(=O)Nc2cccnc2)c1	0.9	-0.037	4	-6	12%	0.32	-0.23	-6	-5
CCc1cc(=O)oc2cc(OCC(=O)N(CC)CC)c(Cl)cc12	1	1.7	18	7	10%	1.3	-0.15	-16	3
Cc1onc(-c2ccccc2Cl)c1C(=O)N1CCCCC1C(=O)O (configuration not stated)	1	0.0023	6	-14	9%	-0.22	-0.85	7	0
O=C(CSc1nnc(Cc2cccs2)n1-c1ccccc1)Nc1ccc2c(c1)OCCO2	1	-0.52	10	27	5%	0.21	-0.59	-1	4
Cc1nc(NC(=O)COC(=O)C(NC(=O)c2ccco2)C(C)C)c(Cl)cc1Cl (configuration not stated)	0.9	-0.11	13	7	7%	0.68	-0.033	-2	14
c1ccc(-c2noc(CSc3nnc(Cc4cccs4)n3-c3ccccc3)n2)cc1	1	1.1	10	30	6%	-1.1	0.094	7	-3
O=C(C1CC1)N(CCc1ccccc1)Cc1nc2ccccc2c(=O)[nH]1	0.9	-0.28	10	9	6%	-0.75	-0.28	6	9
COc1ccccc1Cn1c(=O)c2ccccc2n2c(SCC(=O)N3CCCCC3)nnc12	1	.	18	-1	4%	-0.058	-0.055	7	5
CC1CN(c2ccc(Oc3ccccc3)cc2)c2nc3c(c(=O)[nH]c(=O)n3C)n2C1 (configuration not stated)	1	0.21	5	-12	6%	0.7	-0.069	-10	3
